# OX1R antag-1: antagonists of human orexin 1 receptor (OX1R). AID 485270. inhibition, % at 6.6 µM. 330,000 tested, 1.8% active. OX1R-expressing cells, FRET antagonist read-out. O43613; in the data active = inhibition mostly above about 38%, no sharp cut-off; inactive = mostly below about 40%;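 also: 0% = agonist challenge alone and 100% = reference antagonist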
# Target sequence (O43613 whole entry, looked up): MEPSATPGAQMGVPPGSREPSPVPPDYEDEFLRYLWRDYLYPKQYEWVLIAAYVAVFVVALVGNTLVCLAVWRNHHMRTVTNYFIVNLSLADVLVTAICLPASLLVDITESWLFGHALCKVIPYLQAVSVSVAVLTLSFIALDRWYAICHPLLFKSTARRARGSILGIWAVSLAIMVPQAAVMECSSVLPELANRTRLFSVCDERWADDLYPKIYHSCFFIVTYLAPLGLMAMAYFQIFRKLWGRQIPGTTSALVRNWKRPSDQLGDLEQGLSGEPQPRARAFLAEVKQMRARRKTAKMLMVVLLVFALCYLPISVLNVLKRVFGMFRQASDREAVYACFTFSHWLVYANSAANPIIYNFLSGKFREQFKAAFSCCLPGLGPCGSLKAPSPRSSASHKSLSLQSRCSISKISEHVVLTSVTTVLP
# CHT allo act: allosterically activates the human high affinity choline transporter; Q9GZV3; CHT-expressing cells, membrane potential dye, choline EC20; stronger effect = higher value; LV-AA mutant CHT in HEK293 cells; B-score at 10 µM; 310,000 tested, 0.49% active; AID 488977;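 active = initial fluorescence not abnormally high and integrated response B-score, plate-corrected, over 3 SD above library mean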
# Target sequence (Q9GZV3 whole entry, looked up): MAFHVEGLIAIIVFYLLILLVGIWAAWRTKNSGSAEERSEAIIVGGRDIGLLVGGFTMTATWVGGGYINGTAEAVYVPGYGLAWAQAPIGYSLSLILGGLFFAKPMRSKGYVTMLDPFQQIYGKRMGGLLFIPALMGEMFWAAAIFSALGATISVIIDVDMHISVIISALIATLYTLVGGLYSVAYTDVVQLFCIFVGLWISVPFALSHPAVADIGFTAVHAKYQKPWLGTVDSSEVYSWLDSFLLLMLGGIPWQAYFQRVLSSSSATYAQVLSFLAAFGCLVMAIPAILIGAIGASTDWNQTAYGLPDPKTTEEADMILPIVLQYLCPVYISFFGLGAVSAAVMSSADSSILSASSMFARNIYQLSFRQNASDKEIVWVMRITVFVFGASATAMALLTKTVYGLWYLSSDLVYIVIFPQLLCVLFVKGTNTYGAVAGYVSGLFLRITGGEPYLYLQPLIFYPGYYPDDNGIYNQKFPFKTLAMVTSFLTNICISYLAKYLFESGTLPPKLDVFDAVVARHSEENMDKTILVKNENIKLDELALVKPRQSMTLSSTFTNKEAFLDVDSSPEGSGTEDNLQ
# OX1R antag-2: blocks the human orexin 1 receptor; 330,000 tested, 0.43% active; O43613; AID 434989; inhibition, % at 5 µM; CHO/OX1R cells, Fluo-8 calcium fluorescence, orexin A;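 active = inhibition above its plate's threshold, mean inhibition of all tested compounds on the plate plus 3 SD, cut at about 37% in these data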;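 also: 0% = orexin A challenge wells and 100% = SB-334867-A antagonist wells; not every result past the cut was called active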
# * hit, by the source's call; i = inactive; x = not tested or not shown; & = joins results of further samples. Random draw from the library; 2.5% or so of the library scored in one or more.
SMILES,OX1R antag-1,CHT allo act,OX1R antag-2
O=C(O)c1ccc(-n2ncc3c2/C(=C/c2cccc([N+](=O)[O-])c2)CC3)cc1,3,i,-9
Cc1c(NC(=O)N(C)c2ccccc2)c(=O)n(-c2ccccc2)n1C,16,i,8
Cc1cc(NC(=O)CSCC(=O)OCc2nnc(-c3ccc(F)cc3)o2)no1,4,x,-6
Cc1sc(NC(=O)c2ccco2)c(CN2CCCCC2)c1C,24,i,-29
O=C(NNC(=O)c1cc(O)c(O)c(O)c1)NC1CCCCC1,17,i,22
N#Cc1c(-c2cccs2)nc(SCC(=O)c2ccc(Br)cc2)[nH]c1=O,5,i,-12
COc1ccccc1CN1CC(C(=O)NCc2c(F)ccc(C)c2F)CCC1=O (centres undefined),4,i,-10
O=C(CC12CC3CC(CC(Br)(C3)C1)C2)NCc1ccccc1,0,i,-14
O=C(COc1ccc(S(=O)(=O)Nc2ccccc2)cc1)NCc1ccncc1,27,i,-10
Cc1nn(-c2cccc(Cl)c2)nc1C(=O)Nc1cccc(C(=O)NC2CC2)c1,8,x,-10
Cc1ccc(S(=O)(=O)Cn2nnnc2C(C(C)C)N2CCC(C(N)=O)CC2)cc1 (centres undefined),18,i,-21
COCCn1cnc2c1c(=O)n(CC(=O)c1ccc3c(c1)OCCO3)c(=O)n2Cc1ccccc1,13,i,-17
COc1ccc(C)cc1NC(=O)CN(c1ccccc1F)S(C)(=O)=O,7,i,-5
COC(=O)[C@]1(Cc2ccccc2)N[C@H](CN(C)C(=O)Nc2ccc(C)cc2)[C@@H]2C(=O)N(C)C(=O)[C@@H]21,5,x,-36
COC(=O)c1ccc(N2C(=O)CC(N(C)Cc3ccccc3)C2=O)cc1 (centres undefined),15,i,-6
COc1ccc(C2=CSC3=NCCN23)cc1F,-1,7.2*,-10
COC(=O)c1cc(C(=O)OC)n(Cc2ccc(Br)cc2)n1,7,i,-14
Cn1c(=O)c2c(SCC(=O)N3CCOCC3)nc(C3CCCCC3)nc2n(C)c1=O,1,i,-7
CCNC(=S)N1CCn2c(nc3ccccc32)C1,11,i,-19
CCCCn1c(N)c(N(CCOC)C(=O)COC(=O)C(C)Oc2ccc(Cl)cc2)c(=O)[nH]c1=O (centres undefined),10,i,0
CN(Cc1cn(C)nc1-c1ccccc1F)CC1CCN(Cc2ccccc2)CC1,20,i,-19
Cc1csc(=O)n1CC(=O)Nc1ccc(Cl)cc1F,3,x,3
O=S(=O)(NCc1csc(-c2cccnc2)n1)c1ccc(Br)cc1,38*,i,-11
CC[C@@]1(c2ccccc2OC)ON(c2ccccc2C(F)(F)F)C1=O,18,x,20
O=C(CN1C(=O)NC2(CCCC2)C1=O)Nc1ccc(F)c(Cl)c1,4,i,-5
Cc1ccc(-c2nnc(NC(=O)c3ccco3)s2)cc1,23,i,-10
O=S(=O)(/N=C(/Nc1cc(N2CCOCC2)ncn1)c1ccc(F)cc1)c1ccccc1,0,i,-2
Cc1ccc(N(C)S(=O)(=O)c2cc3c(cc2C)NC(=O)CO3)cc1,10,i,-19
C(=C\c1nc(-c2ccncc2)no1)/c1ccccc1,14,i,-10
CCOC(=O)C(CCCP(=O)(c1ccccc1)c1ccccc1)(NC(C)=O)C(=O)OCC,11,i,0
COc1cc(C2C(C(=O)c3ccco3)=C(O)C(=O)N2c2cc(C)on2)cc(Br)c1O (centres undefined),23,i,-5
O=C(CC1SC(=Nc2ccccc2)N(CCCO)C1=O)Nc1ccc(Cl)cc1 (centres undefined),11,i,77*
Cn1c(SCc2ccccc2Cl)nnc1-c1cnccn1,1,i,-11
Cc1cccc(NC(=S)Nc2cccc(C)n2)n1,24,i,-37
CCOC(=O)c1c(NC(=O)c2nn(CC)cc2Br)c(C#N)nn1-c1ccccc1,15,i,-9
CC(C)(C)OC(=O)N1CCN(c2ccc(CNC(=O)c3ccc(Cl)cc3)cc2)CC1,8,i,-25
O=C(Nc1c2c(nn1-c1ccccc1)CS(=O)C2)c1ccc2c(c1)OCO2 (centres undefined),8,i,-18
COc1ccc(N(CC(=O)Nc2ccc(C)c(C)c2)S(=O)(=O)c2c(C)noc2C)cc1,18,i,8
CN1C=CC=C/C1=C1\SC(=S)N(c2ccccc2)C1=O,53,i,-14
CCOCCn1c(CCCO)nc2ccccc21,11,i,-9
Cc1cc(NC(=O)CN2C(=O)NC(C)(c3ccccc3)C2=O)no1 (centres undefined),15,i,-18
CC1CCC(NC(=O)C2c3ccccc3C(=O)N2Cc2ccc3c(c2)OCO3)CC1 (centres undefined),18,i,-32
O=[N+]([O-])c1ccccc1NCc1ccc(Cl)cc1,13,i,-33
CN(Cc1ccco1)S(=O)(=O)c1nnc(NC(=O)c2ccc(F)cc2)s1,21,i,-2
COc1cc(NC(=O)Cn2nnc(-c3ccccc3N)n2)cc(OC)c1,20,i,-14
COC(=O)c1ccc(NC(=O)C2CC(=O)N(c3cc(C)ccc3C)C2)cc1 (centres undefined),7,i,-14
CCn1c(C)cc(/C=C2\NC(=O)N(CC(=O)Nc3ccc(F)cc3)C2=O)c1C,14,i,-8
COc1ccc(S(=O)(=O)N(NC2=NS(=O)(=O)c3ccccc32)C(=O)C(C)C)cc1,11,i,-7
O=C(COC(=O)c1ccncc1)Nc1cccc(Cl)c1,26,i,-7
O=C(CCCNS(=O)(=O)c1cccc2nsnc12)NCc1ccccc1,28,i,-23

# Next section:
SMILES,OX1R antag-1,CHT allo act,OX1R antag-2
COc1ccc(CNC(=O)CSc2nnc3c(n2)[nH]c2ccc(F)cc23)cc1,30,i,-19
COc1cc(N/C(=N/S(=O)(=O)c2ccccc2)c2ccccc2)ncn1,7,i,-19
Oc1ccccc1-c1nc(NCC2CCCO2)c2ccccc2n1 (centres undefined),97*,i,63*
COc1ccc(OC)c(NS(=O)(=O)c2ccc(Cl)nc2)c1,10,i,-26
O=C(c1ccc2c(c1)OCO2)N1CCNc2ccccc2C1,18,i,4
Cn1c(SCC#N)nnc1-c1cnccn1,6,i,3
NS(=O)(=O)c1ccc(CCNC(=O)CNC(=O)c2ccc(F)cc2)cc1,15,i,3
CN(CC(=O)Nc1ccccc1Cl)CC(=O)Nc1sc2c(c1C(N)=O)CCC2,22,i,-2
COc1ccc(NC(=O)CN(C)CCOc2ccc(Cl)cc2)cc1OC,2,i,-31
O=C(CSc1ncc(S(=O)(=O)c2ccccc2)c(=O)[nH]1)Nc1ccccc1Cl,8,i,2
CC(OC(=O)c1cnc(Cl)c(Cl)c1)C(=O)NCc1ccccc1 (centres undefined),16,x,-28
CCc1cccc(C)c1NC(=O)COC(=O)c1c2c(nc3ccccc13)/C(=C\c1cccs1)CCC2,23,i,-10
Cc1cccc(/C=C(\C#N)C(=O)Nc2ccccn2)c1,26,i,-11
N#Cc1c(NC(=O)C2CCCO2)sc2c1CCCCC2 (centres undefined),6,i,-25
Cc1cc(C)nc(N(C#N)S(=O)(=O)c2ccccc2)n1,23,i,-5
COc1ccccc1C(=O)NN1C(=O)C2C3C=CC(O3)C2C1=O (centres undefined),13,i,5
COc1ccc(C(c2nnnn2C2CCCCC2)N2CCN(C)CC2)c(OC)c1 (centres undefined),12,i,-21
COc1ccccc1C1c2c(C)nn(-c3ccccc3)c2NC(=O)C1NC(=O)c1ccccc1 (centres undefined),6,i,-24
CC(Oc1cccc(Cl)c1)C(=O)Nc1ccccc1N1CCCC1 (centres undefined),2,i,-38
O=C(Nc1ccc(S(=O)(=O)Nc2cnc3ccccc3n2)cc1)c1ccc(Cl)c([N+](=O)[O-])c1,14,i,-8

# 24 entries from above, set out differently.
# Order of results – OX1R antag-1	CHT allo act	OX1R antag-2
CN(Cc1ccco1)S(=O)(=O)c1nnc(NC(=O)c2ccc(F)cc2)s1
→ 21	i	-2
COc1cc(NC(=O)Cn2nnc(-c3ccccc3N)n2)cc(OC)c1
→ 20	i	-14
COC(=O)c1ccc(NC(=O)C2CC(=O)N(c3cc(C)ccc3C)C2)cc1 (centres undefined)
→ 7	i	-14
CCn1c(C)cc(/C=C2\NC(=O)N(CC(=O)Nc3ccc(F)cc3)C2=O)c1C
→ 14	i	-8
COc1ccc(S(=O)(=O)N(NC2=NS(=O)(=O)c3ccccc32)C(=O)C(C)C)cc1
→ 11	i	-7
O=C(COC(=O)c1ccncc1)Nc1cccc(Cl)c1
→ 26	i	-7
O=C(CCCNS(=O)(=O)c1cccc2nsnc12)NCc1ccccc1
→ 28	i	-23
COc1ccc(CNC(=O)CSc2nnc3c(n2)[nH]c2ccc(F)cc23)cc1
→ 30	i	-19
COc1cc(N/C(=N/S(=O)(=O)c2ccccc2)c2ccccc2)ncn1
→ 7	i	-19
Oc1ccccc1-c1nc(NCC2CCCO2)c2ccccc2n1 (centres undefined)
→ 97*	i	63*
COc1ccc(OC)c(NS(=O)(=O)c2ccc(Cl)nc2)c1
→ 10	i	-26
O=C(c1ccc2c(c1)OCO2)N1CCNc2ccccc2C1
→ 18	i	4
Cn1c(SCC#N)nnc1-c1cnccn1
→ 6	i	3
NS(=O)(=O)c1ccc(CCNC(=O)CNC(=O)c2ccc(F)cc2)cc1
→ 15	i	3
CN(CC(=O)Nc1ccccc1Cl)CC(=O)Nc1sc2c(c1C(N)=O)CCC2
→ 22	i	-2
COc1ccc(NC(=O)CN(C)CCOc2ccc(Cl)cc2)cc1OC
→ 2	i	-31
O=C(CSc1ncc(S(=O)(=O)c2ccccc2)c(=O)[nH]1)Nc1ccccc1Cl
→ 8	i	2
CC(OC(=O)c1cnc(Cl)c(Cl)c1)C(=O)NCc1ccccc1 (centres undefined)
→ 16	x	-28
CCc1cccc(C)c1NC(=O)COC(=O)c1c2c(nc3ccccc13)/C(=C\c1cccs1)CCC2
→ 23	i	-10
Cc1cccc(/C=C(\C#N)C(=O)Nc2ccccn2)c1
→ 26	i	-11
N#Cc1c(NC(=O)C2CCCO2)sc2c1CCCCC2 (centres undefined)
→ 6	i	-25
Cc1cc(C)nc(N(C#N)S(=O)(=O)c2ccccc2)n1
→ 23	i	-5
COc1ccccc1C(=O)NN1C(=O)C2C3C=CC(O3)C2C1=O (centres undefined)
→ 13	i	5
COc1ccc(C(c2nnnn2C2CCCCC2)N2CCN(C)CC2)c(OC)c1 (centres undefined)
→ 12	i	-21

# (cont.)
SMILES,OX1R antag-1,CHT allo act,OX1R antag-2
COc1ccc(S(=O)(=O)N2CCN(C)CC2)cc1C(=O)N1CCCCC1,16,i,-15
CC1CC(C)CN(C(=O)Cn2c(-c3nonc3N)nc3ccccc32)C1 (centres undefined),8,i,-33
CCNC(=O)NC(=O)C(C)OC(=O)c1ccc(-n2nc(SC)sc2=S)cc1 (centres undefined),11,i,-26
COc1ccc(C2CC(C(F)(F)F)n3nc(C(=O)NCc4c(C)nn(C)c4C)c(Cl)c3N2)cc1 (centres undefined),9,i,-12
COC(=O)C1=C(C)N(c2ccc(C)c(C)c2)/C(=C/c2cccs2)C1=O,3,i,-15
CCOC(=O)c1c(CN2CCCCC2)oc2ccc(OC)cc12,10&16,i,-22&-27
Nc1nc(N)nc(-c2ccc(Cl)c(Cl)c2)n1,7,x,-3
O=C(O)c1ccccc1C(=O)N1CCc2c([nH]c3ccccc23)C1C(F)(F)F (centres undefined),5,i,11
COc1ccc(-n2nc3c(c2NC(=O)c2ccc(Br)o2)CS(=O)(=O)C3)cc1,52,i,-16
C[C@@H]1COC(=O)[C@@H](CC(=O)OC(C)(C)C)C/C=C\C[C@@H](CC(=O)N(CCO)Cc2ccccc2)C(=O)N1,3,x,-14
COc1cc(Br)c(CC(=O)NC2CC2)cc1OC,19,i,-10
Cc1cc(Br)ccc1OCCCCN1CCC(C)CC1,9,i,-21
COc1ccc(NC(=O)Cc2nnc(N)s2)cc1,19,i,-12
Cc1cccc(NS(=O)(=O)c2c(C(=O)N3CCOCC3)c(C)n(C)c2C)c1C,1,i,-13
COC(=O)c1sc(-c2ccc(Cl)cc2)cc1NC(=O)/C=C/C(=O)O,5,i,3
COc1ccc(N2CCN(C(c3nnnn3C3CCCC3)C(C)C)CC2)cc1 (centres undefined),13,i,-11
COc1ccc(NC(=O)c2nc3nccc(C)n3n2)cn1,17,i,2
COc1cc2c(cc1OC)CN(C(C)C(=O)N1CCc3ccccc31)CC2 (centres undefined),12,i,-20
CCn1ncc(C(=O)Nc2ccc(S(=O)(=O)N3CCCC3)cc2)c1C,0,i,-8
COc1ccc2c(c1)c1nc3ccccc3nc1n2CC(=O)OC(C)C,3,i,-3
CCCC(=O)N(Cc1cc2ccccc2[nH]c1=O)c1ccccc1OC,41,i,-11
CCCCn1c(N)c(N(CCC(C)C)C(=O)c2[nH]c(C)c(C(=O)OCC)c2C)c(=O)[nH]c1=O,19,i,-9
COc1ccc(CNc2cccc(C)n2)c(O)c1,12,i,-24
CCN(c1ccccc1)S(=O)(=O)c1ccc(Cl)c(NC(=O)CSc2ncn[nH]2)c1,11,i,-13

# Bioassay records deposited in PubChem by several laboratories.
